tim10-1 inh = tim10-1 yeast growth inhibition; inhibition, % at 20 µM; 330,000 tested, 2.2% active; S. cerevisiae tim10-1 ts strain growth, BacTiter-Glo, 24 h; AID 463190;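 active = inhibition of at least 40%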;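 note: mutant grown at 25 °C; 0% = DMSO wells with yeast and 100% = wells holding no yeast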
MIN6 prolif = MIN6 beta-cell proliferation induction | MIN6 cells proliferation, ATPlite luminescence, 48 h; cells starved in 0.2% serum; 100% = growth in 10% serum | proliferation, % at 10 µM | 330,000 tested, 0.29% active | AID 2380;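 active = compounds whose signal lies at least 3.5 SD above the mean of all wells on their plate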;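 note: 0% = DMSO-treated cells in low-serum medium and 100% = 10% serum control; some compounds called inactive have numbers as strong as hits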
MPTP inh = inhibitors of mitochondrial permeability transition pore; 360,000 tested, 1.4% active; isolated mouse mitochondria, Ca2+ swelling absorbance, 30 min; inhibition, % at 10 µM;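 active = inhibition of 50% or more, scaled per plate between neutral and stimulator controls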;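 note: 0% = DMSO wells given calcium and 100% = 1 mM EGTA wells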
tim23-1 inh = tim23-1 yeast growth inhibition; AID 463212; S. cerevisiae tim23-1 growth, BacTiter-Glo luminescence, 24 h; inhibition, % at 20 µM; 330,000 tested, 1.3% active;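 active = growth inhibition of the mutant yeast at or above 50%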;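 note: temperature-sensitive mutant grown at 25 °C; plate controls were DMSO-treated mutant yeast for no effect and medium wells lacking yeast for full effect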
NR3A LBD binder = modulators (binders) of human NR3A ligand-binding domain; NR3A LBD differential scanning fluorimetry, Tm shift; 0% = protein alone, 100% = glycine-bound protein; 340,000 tested, 2.5% active; Tm shift relative to glycine control, % at 25 µM;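 active = melting temperature shift of at least 10% of the positive control shift, at one fixed dose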
APJ antagonist = APJ receptor antagonism; P35414; CHO-K1 APJ beta-arrestin complementation, luminescence; inhibition, % at 20 µM; 330,000 tested, 0.32% active; AID 2521;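 active = inhibition above about 40% at 20 µM, limit read from the data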;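 note: cells challenged with 10 nM apelin-13 agonist together with compound; plate controls were apelin-13 plus DMSO wells for no effect and DMSO wells lacking apelin-13 for full effect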
Target sequence (P35414 whole entry, looked up): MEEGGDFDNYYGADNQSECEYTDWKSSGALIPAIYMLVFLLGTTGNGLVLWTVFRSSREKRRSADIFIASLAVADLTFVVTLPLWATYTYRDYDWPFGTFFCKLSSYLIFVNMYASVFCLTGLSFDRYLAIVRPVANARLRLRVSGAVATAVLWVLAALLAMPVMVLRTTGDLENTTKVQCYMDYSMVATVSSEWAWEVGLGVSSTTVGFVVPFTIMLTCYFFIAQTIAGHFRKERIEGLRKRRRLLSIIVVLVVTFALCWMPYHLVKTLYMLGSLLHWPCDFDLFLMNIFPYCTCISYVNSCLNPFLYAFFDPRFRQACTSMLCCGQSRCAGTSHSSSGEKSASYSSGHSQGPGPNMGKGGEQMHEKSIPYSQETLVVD
TIM10 inh = TIM10 yeast growth inhibition. S. cerevisiae TIM10 strain growth, BacTiter-Glo luminescence, 24 h. inhibition, % at 10 µM. 330,000 tested, 1.4% active;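 active = inhibition of 40% or more at the single tested concentration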;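 note: wild-type TIM10 isogenic control strain grown at permissive 25 °C; 0% = DMSO yeast wells and 100% = minimal medium wells without yeast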
NALP3 yeast inh = inhibitors of NALP3 inflammasome in yeast; Yeast reconstituted NLRP3/ASC/caspase-1, beta-gal luminescence, 24 h; inhibition, % at 10 µM; 330,000 tested, 0.39% active; AID 2825;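 active = inhibition of 50% or more; inactive = inhibition below 50%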;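 note: plate controls were induced DMSO wells for no effect and uninduced yeast grown without galactose for full effect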
APJ ag = agonists of human APJ apelin receptor; 330,000 tested, 0.11% active; P35414; CHO-K1 APJ PathHunter beta-arrestin, luminescence; 0% DMSO wells, 100% apelin; activation, % at 20 µM; AID 2520;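 active = activation more than six SD over the plate average, tested at 20 µM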;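 note: 0% = DMSO alone and 100% = apelin-13 at 10 nM; some results filed as inactive read as strong as hits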
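system = engineered CHO-K1 APJ arrestin reporter cells | input = 1000 cells per well | timing = overnight seeding, 90 min compound at 25 °C, 1 h detection | measured by = enzyme-fragment complementation luminescence | read-out = beta-arrestin recruitment to APJ as agonist activity, luminescent signal | control set = negative DMSO alone, positive Apelin-13 at 10 nM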
Active calls of the source: *; . = not tested or not shown. Rows are unselected (roughly 7.2% active in at least one column).

SMILES	tim10-1 inh	MIN6 prolif	MPTP inh	tim23-1 inh	NR3A LBD binder	APJ antagonist	TIM10 inh	NALP3 yeast inh	APJ ag
O=C(CCCC1=NS(=O)(=O)c2ccccc2N1)Nc1ccccc1	15	3	0.5	16	1	-3	-1	7	10
O=C(NCC(=O)N1CCN(S(=O)(=O)c2ccccc2C(F)(F)F)CC1)c1sc2ccccc2c1Cl	0	0	1.5	2	-2	-7	0	14	4
CCOC(=O)N1CCN(c2ccc3nnnn3n2)CC1	-17	-2	0.2	1	-1	-19	-1	-1	1
CCOc1ccc(CC2S/C(=N/c3ccccn3)NC2=O)cc1 (stereo unspecified)	16	-1	-0.3	19	-1	-9	19	25	3
O=C(CCCn1c(SCC(=O)NC2CCCCC2)nc2ccccc2c1=O)NCC1CCCO1 (stereo unspecified)	11	1	-1.0	11	0	5	25	7	0
Cc1ccc(N(CC(=O)NC(C)C)C(=O)CCC(=O)Nc2nccs2)c(C)c1	1	-3	-1.9	20	-1	11	11	6	-4
CC(C)(C)c1cc(OS(C)(=O)=O)ccc1O	21	2	-0.8	10	0	9	12	3	-3
CC(C)c1ccc(O)c(NC(=S)NC(=O)c2ccc3c(c2)OCO3)c1	36	-7	1.0	20	9	13	28	28	-10
O=C(Nc1nnc(COc2ccc(Br)cc2)s1)c1ccco1	5	-3	2.6	3	0	-11	4	8	-6
CC(NC(=O)/C=C/c1ccccc1)c1ccccc1 (stereo unspecified)	15	5	-0.1	20	0	7	13	4	1
O=C(CCC(=O)N1CCOCC1)Nc1ccc(Cl)c(Cl)c1	-13	3	-0.8	-12	-2	-5	11	18	-3
CSc1nccc(N2CCN(c3ccc(F)cc3)CC2)n1	-21	-2	7.4	-3	-1	0	15	-5	1
CC(C)NCC(O)COCCOc1ccc(Cl)cc1 (stereo unspecified)	-1	-2	1.3	-1	0	10	11	10	0
CC1(C)Cc2noc(N)c2C(C)(C)N1OC(=O)c1ccccc1	9	0	3.2	14	0	-6	24	2	-2
CCN(CC)C(=O)c1sc(NC(=O)c2ccoc2C)c(C(=O)OC)c1C	24	-2	0.4	30	0	17	5	2	-1
NC(=S)N/N=C/c1ccccc1O	-6	0	1.4	12	-11	-25	-5	11	-2
CNC(=O)c1c(Cl)cnn1-c1ccc(C)cc1	3	1	-0.2	1	-3	8	9	-4	-1
Cc1cc(=O)n(CC(=O)O)c2ccccc12	-1	-4	0.2	-3	-1	6	-12	9	0
COc1ccc(C(c2sc3nc(C)nn3c2O)N2CCCCC2)cc1 (stereo unspecified)	0	-2	-0.7	8	-4	-14	-4	9	-4
O=C(Nc1cccc(F)c1)C1CCN(S(=O)(=O)c2cnc[nH]2)CC1	-5	0	-0.7	4	-1	12	-8	-6	-1
COc1ccc(-c2nnc(SCc3ccccc3)n2N)cc1	24	1	-0.7	7	-1	1	15	5	-3
O=C(N/N=C/c1cccc2ccccc12)c1cccs1	14	-1	0.3	12	-4	-8	-10	18	0
N#Cc1ccsc1NC(=O)COC(=O)c1cc2ccccc2cc1O	8	0	5.2	11	-10	-1	10	8	0
COc1ccc(NS(=O)(=O)c2cc(NC(=O)c3ccc(S(=O)(=O)N(C)C)cc3)ccc2N2CCOCC2)cc1	-2	3	-1.5	-3	1	11	3	17	-3
Cc1ccc(S(=O)(=O)Cn2nnnc2C(c2ccc(F)cc2)N2CCC(C(N)=O)CC2)cc1 (stereo unspecified)	4	0	0.6	18	1	9	12	11	7
COc1ccc(-n2nc(C(=O)NCC(=O)Nc3cccc(NC(C)=O)c3)c3ccccc3c2=O)cc1	1	1	-0.5	12	-1	7	10	6	0
Cc1nn(-c2cccc(Cl)c2)c2nc(-c3ccncc3)cc(C(=O)N3CCOCC3)c12	33	-1	1.9	37	4	9	37	7	0
Cc1ccc(OCCNC(=O)CCC(=O)N2CCOCC2)cc1	-15	2	-0.6	1	-1	16	1	4	-4
O=C(CN1CCCSc2ccccc21)N1CCN(S(=O)(=O)c2ccccc2)CC1	26	1	-2.6	35	0	-26	20	0	-2
Cc1oc(-c2ccc(Cl)cc2)nc1CS(=O)CC(=O)NCCCN1CCCC(C)C1 (stereo unspecified)	21	0	-1.3	5	-1	13	2	14	-2
Fc1ccc(-c2ccc(/C=N\n3cnnc3)o2)cc1Cl	6	-2	0.7	2	-4	1	33	0	-4
COc1ccc(-c2cc(C(=O)N3CCN(c4ccccc4)CC3)c3ccccc3n2)cc1	30	-5	1.7	29	-1	13	22	-11	-3
COC(=O)C1=C(C)N(CCCC(=O)O)C(=O)NC1c1cccc(Cl)c1Cl (stereo unspecified)	-1	0	-2.1	6	1	-13	6	3	-3
COc1ccc(CCNC(=O)c2cc(-c3ccccc3)on2)cc1OC	6	-3	-1.0	27	5	16	12	15	-5
COCCCNc1nc2nonc2nc1N(C)CC1CCCN1C (stereo unspecified)	-3	-2	-1.4	-1	-1	-6	-24	7	-2
CCCc1cc(=O)[nH]c(Nc2ccc(N3CCCCC3)cc2)n1	15	-2	9.5	4	-1	-18	12	2	2
CCCCn1nnnc1SCC(=O)N1CCOCC1	11	2	1.0	-8	0	7	4	0	-4
O=C(CCCn1c(=S)[nH]c2cc3c(cc2c1=O)OCO3)N1CCN(C2CCCCC2)CC1	16	4	1.9	-11	0	12	-10	1	-4
O=C(c1ccc2n[nH]nc2c1)N1CCN(c2ccc(C(F)(F)F)cn2)CC1	2	-1	0.1	6	-1	2	5	16	3
O=C(CC1c2ccccc2Oc2ccccc21)Nc1ccccc1F	19	-1	0.4	8	2	-7	6	22	4
Cc1c(CC(=O)N2CCN(C(=O)C3COc4ccccc4O3)CC2)c(=O)oc2cc(O)cc(O)c12 (stereo unspecified)	10	-3	-0.9	-2	4	-13	4	5	4
O=C(Nc1ccc(F)cc1)C1CCCN(S(=O)(=O)c2ccc3[nH]c(=O)ccc3c2)C1 (stereo unspecified)	8	1	-1.7	16	-1	10	-3	12	1
Cn1c(SCC(=O)Nc2ccccc2F)nc2c(c1=O)SCC2	22	-2	3.2	6	2	4	-2	22	2
COc1cccc(C2C(C#N)=C(N)Oc3c2oc(CO)cc3=O)c1 (stereo unspecified)	-1	0	-4.0	-7	0	15	-2	18	-5
O=C(NCCc1ccccc1F)c1cccc2cccnc12	-19	2	2.1	17	-3	8	-31	37	2

Only APJ ag, NALP3 yeast inh and tim10-1 inh, for two of the compounds above:
smiles,APJ ag,NALP3 yeast inh,tim10-1 inh
Cc1c(CC(=O)N2CCN(C(=O)C3COc4ccccc4O3)CC2)c(=O)oc2cc(O)cc(O)c12 (stereo unspecified),4,5,10
O=C(NCCc1ccccc1F)c1cccc2cccnc12,2,37,-19

Arranged by SMILES length (descending): some entries from above
SMILES	tim10-1 inh	MIN6 prolif	MPTP inh	tim23-1 inh	NR3A LBD binder	APJ antagonist	TIM10 inh	NALP3 yeast inh	APJ ag
COc1ccc(-n2nc(C(=O)NCC(=O)Nc3cccc(NC(C)=O)c3)c3ccccc3c2=O)cc1	1	1	-0.5	12	-1	7	10	6	0
Cc1oc(-c2ccc(Cl)cc2)nc1CS(=O)CC(=O)NCCCN1CCCC(C)C1 (stereo unspecified)	21	0	-1.3	5	-1	13	2	14	-2
O=C(Nc1nnc(COc2ccc(Br)cc2)s1)c1ccco1	5	-3	2.6	3	0	-11	4	8	-6

(continued)
SMILES	tim10-1 inh	MIN6 prolif	MPTP inh	tim23-1 inh	NR3A LBD binder	APJ antagonist	TIM10 inh	NALP3 yeast inh	APJ ag
Cc1ccc2nc(SCC(=O)Nc3nonc3C)[nH]c2c1	9	0	0.4	13	-4	-8	-16	21	-4
COc1ccc(NS(=O)(=O)c2cccc(C(=O)N/N=C/c3ccc4c(c3)OCCO4)c2)cc1	7	-1	3.7	-2	2	-7	-25	20	2
Cc1ccc(C(=O)NC(=S)Nc2cccc(NC(=O)c3ccccc3Cl)c2)cc1[N+](=O)[O-]	33	0	2.1	28	-5	12	29	21	-1
O=C(c1ccc(-n2cccc2)cc1)N1CCN(Cc2ccccc2)CC1	22	-1	0.6	25	1	6	13	0	-1
CNc1nc(C)c(C(C)(C)C)s1	-13	-4	1.0	-5	2	-4	-26	-6	-2
COc1cccc(OCC(O)CNC2CCCC2)c1 (stereo unspecified)	-1	-2	0.4	1	-1	9	1	25	-3
COc1ccc(/C=C2\CCCC(C(=O)C(F)(F)F)=C2O)cc1OC	9	-5	.	18	.	-4	12	10	-4
O=C(Nc1nnc(S(=O)(=O)N2CCCCC2)s1)c1ccccc1Br	21	-2	-1.0	26	-9	1	7	16	-4
CC(C)NC(=S)NCc1cccnc1	12	0	0.1	7	0	7	9	17	1
CC1(C)C(=O)C2(CCCC2)C(=O)OC1c1ccco1 (stereo unspecified)	1	-3	0.2	11	1	0	-1	13	2
CCOC(=O)N1CCC(NC(=O)CCc2cn(C)c3ccccc23)CC1	19	1	-0.2	7	0	-5	17	2	-5
CCOn1c(=O)c(-c2cc(OC)ccc2OC)[n+]([O-])c2ccccc21	6	-2	-0.8	10	2	4	1	-5	-1
COc1cc2c(C(=O)N(C)c3ccc(F)cc3)cn(C)c(=O)c2cc1OC	13	-1	0.6	9	-6	0	-3	6	-4
CN(C(=O)COC(=O)c1ccc[nH]c1=O)C1CCCCC1	4	-1	-0.4	4	-1	7	9	2	-3
COc1cccc(C2CC(c3ccccc3OC)n3ncnc3N2)c1 (stereo unspecified)	25	1	-1.3	26	0	12	9	23	-4
O=C(CN1CCN(c2ccc(O)cc2)CC1)N1CCc2ccccc21	6	-3	-0.3	9	-2	-13	-11	14	2
CCCCNC(=O)CSc1nnc(Cc2ccccc2)n1CC	3	-2	-0.3	24	0	-6	-7	15	-2
Cc1ccccc1-n1c(=O)cc(N2CC(C)OC(C)C2)[nH]c1=O (stereo unspecified)	-2	1	-2.6	10	0	-16	1	-3	-2
Cc1ccc(C2=NCCNC2=O)c(C)c1	4	-1	-1.5	2	1	3	-9	11	-2
Cc1ccccc1C(=O)Nc1ccc2nc3n(c(=O)c2c1)CCCC3	1	-2	0.4	0	2	0	7	9	0
COc1ccc(-c2c[n+]3c(n2-c2ccccc2)CCCCC3)cc1	16	-6	1.3	10	0	20	13	8	-2
C=CCc1cc(C)ccc1OCCOCCN1CCN(C)CC1	-9	-3	0.4	13	0	-12	14	26	-3
CCOC(=O)C(=O)Cc1nc2ccccc2s1	-4	-4	-0.4	26	1	-9	-10	-6	-5
O=C(Nc1c2c(nn1-c1ccc(Cl)cc1)CS(=O)(=O)C2)C1CC1	1	-1	-0.6	2	8	15	-2	10	-6
O=c1cccc2c1c1cc[nH]c3ccc(=O)n2c31	8	4	2.6	9	-2	-3	1	16	-6
CNCc1cn2cc(Cl)ccc2n1	13	0	-11	1	-3	-1	4	8	1
COCCN1CCN(C(=O)c2cc(COc3ccc(Cl)cc3OC)on2)CC1	14	-5	0.4	7	2	7	5	17	-3
CCCNc1c(NS(=O)(=O)c2ccc(C3CCCCC3)cc2)c(=O)oc2ccccc12	-4	-5	1.3	-4	8	-11	-7	-12	0
COc1ccccc1C(=O)NCC(=O)NCCCN1CCOCC1	0	4	-0.1	-3	0	-74	-1	11	0
C=CCN1C(=O)c2oc3ccccc3c(=O)c2C1c1ccc(O)c(OC)c1 (stereo unspecified)	6	-2	-1.4	11	2	7	-4	6	-1
CCC(Sc1nc2ccccc2c(=O)n1CC1CCCO1)C(=O)NCc1cccnc1 (stereo unspecified)	7	-2	1.2	1	3	10	-34	4	0
CN(C)C(=O)c1cn(-c2ccccc2)nc1-c1cc2ccccc2o1	23	-1	-1.9	28	-1	-3	4	20	-3
CCN(CC)Cc1c(O)ccc2c(=O)c(Oc3ccccc3OC)coc12	-1	-2	-0.5	-6	-2	-2	7	28	-2
